Compound activity deposited in PubChem by National Center for Advancing Translational Sciences (NCATS).
DRD3 antagonist – blocks the human D3 dopamine receptor; P35462; D3R cells, DiscoveRx beta-arrestin luminescence, antagonist mode; active compounds read low; max response, negative = inhibition, %; 360,000 tested, 2.5% active; AID 652054; in the data active = max response below about -50%; inconclusive = no clear call, values can overlap the other calls; note: % is set by controls: 0 for no effect and ±100 for the full control effect; mostly tested at two doses, the higher about 12 µM
Target sequence (P35462 whole entry, looked up): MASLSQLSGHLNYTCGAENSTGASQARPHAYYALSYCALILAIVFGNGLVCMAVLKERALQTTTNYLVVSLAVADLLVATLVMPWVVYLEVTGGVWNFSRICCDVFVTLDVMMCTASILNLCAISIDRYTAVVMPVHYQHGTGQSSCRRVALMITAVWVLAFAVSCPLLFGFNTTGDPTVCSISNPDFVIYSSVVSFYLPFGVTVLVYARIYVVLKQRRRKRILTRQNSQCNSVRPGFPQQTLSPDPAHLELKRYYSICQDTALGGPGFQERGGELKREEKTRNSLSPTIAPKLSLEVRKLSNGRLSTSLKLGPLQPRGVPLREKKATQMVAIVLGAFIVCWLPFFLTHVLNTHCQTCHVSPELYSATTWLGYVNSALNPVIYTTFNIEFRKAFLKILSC
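Cells plated overnight at 1500 cells/well, then exposed to library compounds with dopamine controls for 90 minutes at 37 degrees C. DiscoveRx reagent added for 30–60 minutes at room temperature; luminescence read, quantitative HTS format.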
SW480 rerep – DNA re-replication induction in SW480 cells; SW480 DNA re-replication, Hoechst DNA content imaging, 48 h; Potency, µM (highest dose often 46.1 µM), for inactives: at the top dose re-replication activation, most hits filed as activators; 340,000 tested, 1.8% active; note: potency is the fitted concentration of half-maximal effect; % of control where 0% means no effect; nearly all actives have a fitted effect of over 55% in size
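First, 250 cells per well were seeded. Next, compound or vehicle (23 nL) was pinned in, plates sat 48 hr at 37 C. Finally Hoechst was added for 40 min before fluorescence scanning.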
HT1080 IDH1KD tx – kills HT-1080 cells with IDH1 knockdown; HT-1080 IDH1 knockdown viability, ATP luminescence, 48 h; Potency, µM (top dose mostly 46.1 µM), for inactives: at the highest dose activity, negative = toxicity, actives largely listed as cytotoxic; 360,000 tested, 2% active;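 note: potency is the fitted concentration of half-maximal effect; 0% = DMSO wells and -100% = cell-free medium wells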
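Luminescent ATP read-out (CellTiter-Glo, 10 min at room temperature) after 48 h compound exposure at 37 °C gave viability of IDH1-knockdown HT-1080 cells. Activity was normalised to DMSO and cell-free wells, then fitted as concentration-response curves.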
D3 ag – activates the human D3 dopamine receptor | D3R DiscoveRx beta-arrestin cells, luminescence, 90 min | 410,000 tested, 0.58% active | AID 652048 | max activation, % | P35462; in the data active = max activation above about 30%; note: 0% is about no effect; mostly tested at two doses, the higher about 12 µM
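Agonist-mode cell screen: cells plated at 1500/well and incubated overnight at 37 °C, then exposed to library compounds for 90 min at 37 °C. Detection reagent was added for 30–60 min at room temperature, and luminescence was read.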
KB-V1 cytotox – kills drug-selected multidrug resistant KB-V1 cells; KB-V1 MDR cells viability, CellTiter-Glo, 72 h; Potency, µM (doses to about 46.1 µM), for inactives: top-dose activity change, negative = cytotoxicity, hits mostly cytotoxic; 400,000 tested, 3.4% active; AID 1347076; note: potency is the fitted concentration of half-maximal effect; % is set by controls: 0 for no effect and ±100 for the full control effect; nearly all actives have a fitted effect of over 60% in size
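Luminescent ATP read-out (CellTiter-Glo, 10 min) measures survival of drug-selected KB-V1 MDR cells after 72 h, 37 degrees C compound exposure. Medium: phenol-red-free DMEM, 10% FBS. Values from fitted concentration-response curves.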
GLP-1R agonist – activates the human GLP-1 receptor; P43220; HEK293 GLP-1R CRE-luciferase, luminescence, 4-6 h; cells express a hypersensitive GLP-1R form; Potency, µM (doses to about 45.6 µM), without a hit: top-dose activation, hits mostly activators; 380,000 tested, 0.007% active; AID 624172; note: potency is the fitted concentration of half-maximal effect; % of control where 0% means no effect
Target sequence (P43220 whole entry, looked up): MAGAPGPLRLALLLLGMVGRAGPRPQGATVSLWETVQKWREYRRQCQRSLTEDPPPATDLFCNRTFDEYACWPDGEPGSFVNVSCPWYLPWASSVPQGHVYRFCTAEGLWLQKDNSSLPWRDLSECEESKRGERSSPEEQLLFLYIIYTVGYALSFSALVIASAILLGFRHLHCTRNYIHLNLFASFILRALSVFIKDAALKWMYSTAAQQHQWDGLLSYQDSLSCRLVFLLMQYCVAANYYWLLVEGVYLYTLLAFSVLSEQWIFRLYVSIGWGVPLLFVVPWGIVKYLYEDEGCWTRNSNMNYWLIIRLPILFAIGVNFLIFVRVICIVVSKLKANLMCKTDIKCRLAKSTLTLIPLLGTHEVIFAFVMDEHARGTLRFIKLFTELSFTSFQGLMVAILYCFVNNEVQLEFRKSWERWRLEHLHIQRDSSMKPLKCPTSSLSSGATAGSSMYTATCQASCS
HT1080NT lethal – kills 2HG-producing HT-1080-NT fibrosarcoma cells. 360,000 tested, 1.6% active. HT-1080-NT fibrosarcoma viability, CellTiter-Glo ATP luminescence, 48 h. Potency, µM (highest dose often 46.1 µM), for inactives: at the highest dose activity, negative = less viability, actives largely listed as cytotoxic;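 note: NT is the 2HG producing partner of a matched IDH1 knockdown line; potency is the fitted concentration of half-maximal effect; 0% = DMSO-treated cells and -100% = media-only wells without cells; nearly all actives have a fitted effect of over 55% in size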
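A 48-hour cytotoxicity screen used HT-1080-NT cells plated 2 hours before compound delivery. ATP-based CellTiter-Glo luminescence measured viability, normalized to DMSO and no-cell controls.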
KB-3-1 tox – kills parental KB-3-1 adenocarcinoma cells. KB-3-1 viability, CellTiter-Glo ATP luminescence, 72 h. Potency, µM (top dose mostly 46.1 µM), without a hit: at the top dose activity change, negative = cytotoxic, actives largely listed as cytotoxic. AID 1347075. 400,000 tested, 1.4% active; note: potency is the fitted concentration of half-maximal effect; % is set by controls: 0 for no effect and ±100 for the full control effect; nearly all actives have a fitted effect of over 60% in size
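Using CellTiter-Glo luminescence, growth of non-resistant KB-3-1 adenocarcinoma cells is assessed 72 h after pin-tool compound addition at 37 °C. Normalized responses across the concentration series yield fitted curves.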
IL-1B inflam inh – inhibitors of inflammasome signaling (IL-1 beta secretion); THP-1 LPS/ATP IL-1B secretion, AlphaLISA, 16 h; active compounds read low; activity change, % at 57.5 µM; 360,000 tested, 4.7% active; AID 743279; in the data active = activity change below about -50%; inconclusive = mostly about -30% to -49%; note: % is set by controls: 0 for no effect and ±100 for the full control effect
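THP-1 cells pretreated 1 hr with compounds (up to 57.5 uM final), then stimulated with LPS (250 ng/mL final) plus ATP (1.25 mM final); secreted IL-1B measured by AlphaLISA after 16 hr, decreased signal indicating inhibition.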
* = called active by the depositor; ? = inconclusive; . = no result given; [ ] = another dose, or the depositor's remark. Unless noted, calls come from the whole dose curve; as a rule, active = well fitted curve in the direction sought with a large enough effect; inconclusive = small, poorly fitted or top-dose-only effect, or another doubt; inactive = no such curve, though single readings can be large; an effect the other way counts as inactive or inconclusive.

SMILES	DRD3 antagonist	SW480 rerep	HT1080 IDH1KD tx	D3 ag	KB-V1 cytotox	GLP-1R agonist	HT1080NT lethal	KB-3-1 tox	IL-1B inflam inh
CN1CCN(CC(=O)N(Cc2c(C#N)c3ccccc3n2C)c2ccccc2)CC1	0.0	-13.1%	-5.7%	-3.0	1.7%	-2.1%	-1.1%	-5.5%	-10.1
COc1ccc(CCNc2nnc(Sc3nnnn3-c3ccccc3)s2)cc1OC	27.3	2.91µM*	2µM*	7.8	14.6µM*	28.4%	3.55µM*	4.11µM*	-11.3
O=C(CSCc1ccccc1Cl)NNC(=O)c1ccccc1	20.1	-2.7%	0.8%	-6.1	-1.2%	-7.7%	11.2%	1.9%	35.1
Cc1c(NC(=O)CN2C(=O)NC(C)(c3ccc(OC(F)F)cc3)C2=O)c(=O)n(-c2ccccc2)n1C (centres undefined)	3.2	-2.9%	9.6%	5.3	16.9%	-3.9%	8.7%	3.6%	1.7
CC(=O)NC(c1ccc(Cl)cc1)c1c(O)ccc2ccc(O)cc12 (centres undefined)	-29.3	-8.0%	?	2.6	-5.6%	6.8%	?	-18.7%	0.0
CCOC(=O)/C(C(N)=NCc1ccco1)=C(/O)c1ccccc1	-11.1	-4.7%	2.1%	2.1	-6.1%	6.3%	7.3%	6.6%	-14.3
c1ccc(-c2ccccc2-n2cnnn2)cc1	-10.3	0.3%	-3.7%	-22.7	-19.5%	-12.1%	-4.4%	3.8%	6.3
COc1cccc(NC(=O)CSCc2cc(=O)n3nc(C4CC4)sc3n2)c1	-4.5	-29.0%	16.9%	-5.2	0.0%	1.6%	?	4.5%	?
COc1ccc(NC(=O)CSc2nnnn2-c2ccc(F)cc2)cc1	-21.7	-6.5%	-16.8%	-7.8	3.1%	11.0%	-4.2%	6.7%	-6.7
O=C(CSc1nnnn1-c1cccnc1)Nc1ccccc1F	-9.8	0.3%	-7.0%	-2.5	-0.9%	3.8%	0.7%	22.8%	-2.3
O=C(Cc1c(F)cccc1Cl)N/N=C/c1cccs1	4.4	-5.1%	-1.6%	4.1	3.4%	11.1%	3.6%	5.0%	?
O=C1NC(c2ccc(-c3ccccc3[N+](=O)[O-])o2)C(C(=O)c2ccc(F)cc2)C(O)(C(F)(F)F)N1 (centres undefined)	20.5	.	?	5.4	-20.0%	16.9%	-29.9%	-10.3%	0.0
COCCNC(=O)C1CCC(Cn2c(=S)[nH]c3ccccc3c2=O)CC1 (centres undefined)	-14.2	-5.9%	-9.2%	3.9	5.4%	4.5%	-9.7%	16.0%	20.0
Cc1ccc(NC(=O)COC(=O)CCNS(=O)(=O)c2ccc(C)c(C)c2)cc1	-12.1	1.6%	21.4%	3.7	-9.9%	-1.0%	11.2%	-0.7%	-0.9
COC1=C(Nc2ccc(C)cc2)C(=O)c2ccccc2C1=O	-13.2	?	-15.0%	1.0	18.4µM*	0.2%	-19.7%	-26.0%	-76.5*
Cc1ccc(C(=O)c2c(NC(=O)CSc3nnc(N)s3)sc3c2CCCC3)cc1	20.4	16.6%	-11.8%	5.4	?	-1.8%	-6.7%	0.0%	-71.5*
COc1ccc([C@@H]2[C@@H]3C(=O)N(C(C)(C)C)C(=O)[C@@H]3[C@]3(Cc4ccc(Cl)cc4)C(=O)N(c4cccc(Br)c4)C(=O)N23)cc1	0.0	1.2%	13.3%	4.9	-2.3%	-5.1%	18.7%	-6.0%	-2.3
Oc1c(Br)cc(C2N=C(c3ccccc3Cl)NO2)cc1Br (centres undefined)	-1.9	-3.6%	-5.3%	1.8	11.2%	-4.4%	-6.7%	8.7%	21.2
COCCNc1nnc(SCC(=O)N(C)c2c(N)n(Cc3ccccc3)c(=O)[nH]c2=O)s1	8.5	-5.6%	6.0%	4.6	1.7%	-3.6%	4.3%	20.4%	13.8
O=C1CCCN1CCCNS(=O)(=O)c1ccc(Br)s1	6.6	-2.5%	0.6%	-1.3	0.4%	-26.1%	1.2%	-4.5%	-5.2
CCS(=O)(=O)N1Cc2ccccc2CC1C(=O)Nc1nc2ccc(F)cc2s1 (centres undefined)	11.4	?	-1.4%	-1.3	14.6µM*	-17.7%	1.1%	?	0.0
Cc1ccc(NC(=O)Nc2ccc3oc(C)nc3c2)cc1	-16.5	-2.6%[9.22 µM]	-3.7%	-7.3	0.0%	-1.9%	-0.2%	-0.9%	-28.9
O=C(COC(=O)/C=C/c1ccc(F)cc1)Nc1ccccc1-c1ccccc1	2.4	-4.1%	-0.4%	-0.1	-1.0%	0.7%	5.2%	-3.8%	8.0
Cc1ccc(S(=O)(=O)NNC(=O)Nc2ccc(C)c(C)c2)c(C)c1	2.0	?	11.2%	4.6	-1.5%	6.0%	-2.2%	-18.6%	31.5
COc1ccc(/C=C(/NC(=O)c2ccccc2)C(=O)NCc2ccncc2)cc1	-9.7	-2.4%	3.4%	-5.6	32.3%	-2.4%	-0.8%	5.4%	-26.8
CC[C@]12c3[nH]c4ccc(OC)cc4c3CCN1C(=O)C(CC(=O)NCCCN(C)C)C[C@@H]2C(=O)N1CCN(C(=O)C2CC2)CC1 (some centres undefined)	0.0	-22.5%	11.0%	11.2	?	-4.4%	3.8%	7.7%	6.8
c1ccc(-n2ncc3c2ncn2nnnc32)cc1	8.3	?	-2.9%[9.24 µM]	0.2	8.1%	-2.0%	12.4%	6.5%	5.9
Cc1cc(C)c(NC(=O)Cn2c(=O)n(CC(=O)NCCc3ccccc3)c(=O)c3ccccc32)c(C)c1	.	.	.	-2.6	-1.5%	-1.3%	.	8.2%	.
CCS(=O)(=O)N1Cc2ccccc2CC1C(=O)NCCc1c[nH]c2ccccc12 (centres undefined)	-2.3	-0.4%	-0.1%	23.7	-24.6%	-0.2%	0.0%	5.9%	16.0
Nn1c(SCC(=O)Nc2cc(S(=O)(=O)N3CCOCC3)ccc2Cl)nnc1-c1cccnc1	13.5	-1.7%	3.6%	0.5	-2.0%	-1.9%	3.3%	14.9%	8.2
O=C(NCc1ccco1)c1cnn2cccnc12	4.3	-60.4%[inhibitor]	17.2%	-6.5	?	-2.7%	-0.4%	11.5%	-7.1
CC(=O)N1CCc2cc(Br)cc(S(=O)(=O)CCC(=O)Nc3c(C)n(C)n(-c4ccccc4)c3=O)c21	-9.4	-3.8%	2.4%	3.8	0.6%	1.2%	0.1%	17.0%	4.5
COc1ccc2oc(C(=O)OCC(=O)N(C)c3ccccc3)c(C)c2c1	5.2	-6.3%	3.6%	1.1	7.6%	9.7%	-0.7%	1.4%	1.2
C[C@@H]1C=C(C(=O)N2CCN(Cc3ccc4c(c3)OCO4)CC2)O[C@H](OCCCCO)C1	18.7	-0.2%[9.22 µM]	11.2%	16.2	-0.8%	1.4%	8.1%	3.0%	-19.0
Cc1nn(-c2ccccc2)c2sc(C(=O)OCC(=O)N3CCCCC3)cc12	0.7	-94.3%[inhibitor]	5.0%	0.1	?	2.9%	9.2%	1.1%	18.9
COc1cc(C2CC(=O)Oc3ccc(C(C)(C)C)cc32)cc(OC)c1OC (centres undefined)	8.1	7.3%	8.2%	2.6	-2.3%	9.0%	16.9%	12.1%	65.4
CCCOc1ccc(C(=O)N(CC(C)C)c2c(N)n(Cc3ccccc3)c(=O)[nH]c2=O)cc1	0.0	?	-5.9%	0.8	0.2%	11.0%	0.1%	-22.8%	-14.3
Cn1c(CNc2ccccc2)cc(=O)n(C)c1=O	4.2	-5.8%	-9.0%	-5.6	3.7%	-2.1%	16.1%	5.4%	5.7
C[n+]1ccccc1/C=C/c1ccccc1Cl	6.0	3.1%	-1.9%	-5.6	0.0%	15.8%	3.1%	?	21.1
COc1ccc(-c2nnn(CC(=O)N(CC(=O)NC3CCCC3)c3cccc(C)c3)n2)cc1OC	10.0	0.8%	1.8%	6.7	-9.0%	-4.0%	5.9%	2.6%	-0.2
O=C1N(Cc2cccnc2)C[C@@H]2C[C@@H](c3cccc(OC4CCCC4)c3)N3CCC[C@@]123	-10.2	?	-4.8%	2.0	-14.9%	9.5%	-8.9%	-13.5%	1.7
O=C(NC(=S)Nc1nc(-c2ccc(Cl)cc2)cs1)c1cccs1	3.6	-136.9%[inhibitor]	4.3%	12.1	19.7%	-0.4%	9.7%	-3.9%	4.6
O=C(O)C1CC(c2ccccc2)=Nc2ccccc2S1 (centres undefined)	-15.6	-0.3%	-3.8%	-1.9	-7.9%	18.9%	-8.8%	-8.1%	-27.9
CCOc1ccc(S(=O)(=O)n2cc(F)c(=O)[nH]c2=O)cc1	0.7	-10.2%	-22.8%	21.9	6.9%	3.9%	-1.1%	4.3%	2.5
CCn1c(=O)c(C(=O)NNC(=O)c2ccccc2Cl)c(O)c2ccccc21	-12.6	-5.7%	-21.9%	1.8	?	10.5%	?	2.5%	99.2
CCOC(=O)c1ccc(CN2Cc3ccccc3C2=O)cc1	-10.1	-0.6%	-7.2%	-3.1	-6.9%	2.7%	-5.1%	-2.4%	10.9
CCOC(=O)N1CCN(CC(O)COCCC23CC4CC(CC(C4)C2)C3)CC1 (centres undefined)	11.6	-4.4%	-18.0%	9.2	-7.0%	0.8%	-24.7%	-17.1%	-4.1
Cn1c(=O)c(C(=O)CN2CCN(S(=O)(=O)c3ccccc3)CC2)c(N)n(Cc2ccccc2)c1=O	0.8	0.2%	-10.6%	-2.0	-12.4%	8.7%	-8.4%	-13.4%	62.4
COc1ccc(S(=O)(=O)N2CCc3ccccc32)cc1C(=O)Nc1cccnc1	3.9	-7.3%	-15.7%	1.1	-18.2%	10µM*	-2.7%	14.4%	98.1
